# Screening results deposited in PubChem by Broad Institute.
# CASP6 VEID inh: human caspase-6 inhibitors, primary screen, biochemical, VEID-R110 fluorescence, single point, set 2; purified caspase-6, Z-VEID-R110 cleavage fluorescence; P55212; 350,000 compounds, 0.53% hits; inhibition, % at 12.5 µM;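 active means mean inhibition across replicates at least about 35%, with every replicate also reaching that limit, limit read from the data; inconclusive means only one of the two criteria met; inactive means neither criterion met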;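 further: 0% = median of neutral control wells and 100% = no fluorescence left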
# Target sequence (P55212 24-179 limits assumed): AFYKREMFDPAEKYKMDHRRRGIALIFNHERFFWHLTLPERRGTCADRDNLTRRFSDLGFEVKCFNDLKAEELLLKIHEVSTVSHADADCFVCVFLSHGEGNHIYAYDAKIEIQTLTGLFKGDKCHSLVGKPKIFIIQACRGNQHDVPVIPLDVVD
# Target sequence (P55212 194-293 limits assumed): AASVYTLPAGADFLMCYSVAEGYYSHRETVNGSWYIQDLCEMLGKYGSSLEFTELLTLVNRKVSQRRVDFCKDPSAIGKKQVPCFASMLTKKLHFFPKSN
# RAD54 branch: inhibitors of human RAD54 branch migration, primary screen, biochemical, fluorescence, single point. DNA repair and recombination protein RAD54-like (Homo sapiens), Q92698. RAD54 Holliday junction branch migration, FAM/BHQ fluorescence. inhibition, % at 10.4 µM. 360,000 compounds, 0.14% hits. AID 602329, 2012;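 active means mean normalized replicate activity at least 40 and at least half of replicates scoring 40 or more; inconclusive means only one of the two criteria met; inactive means mean below 40 and under half of replicates reaching 40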;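 further: 0% = median of neutral control wells and 100% = median of positive control wells; inhibitors cause a drop in the FAM fluorescence signal; in these data hits start at about 50%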
# Target sequence (Q92698 whole entry, looked up): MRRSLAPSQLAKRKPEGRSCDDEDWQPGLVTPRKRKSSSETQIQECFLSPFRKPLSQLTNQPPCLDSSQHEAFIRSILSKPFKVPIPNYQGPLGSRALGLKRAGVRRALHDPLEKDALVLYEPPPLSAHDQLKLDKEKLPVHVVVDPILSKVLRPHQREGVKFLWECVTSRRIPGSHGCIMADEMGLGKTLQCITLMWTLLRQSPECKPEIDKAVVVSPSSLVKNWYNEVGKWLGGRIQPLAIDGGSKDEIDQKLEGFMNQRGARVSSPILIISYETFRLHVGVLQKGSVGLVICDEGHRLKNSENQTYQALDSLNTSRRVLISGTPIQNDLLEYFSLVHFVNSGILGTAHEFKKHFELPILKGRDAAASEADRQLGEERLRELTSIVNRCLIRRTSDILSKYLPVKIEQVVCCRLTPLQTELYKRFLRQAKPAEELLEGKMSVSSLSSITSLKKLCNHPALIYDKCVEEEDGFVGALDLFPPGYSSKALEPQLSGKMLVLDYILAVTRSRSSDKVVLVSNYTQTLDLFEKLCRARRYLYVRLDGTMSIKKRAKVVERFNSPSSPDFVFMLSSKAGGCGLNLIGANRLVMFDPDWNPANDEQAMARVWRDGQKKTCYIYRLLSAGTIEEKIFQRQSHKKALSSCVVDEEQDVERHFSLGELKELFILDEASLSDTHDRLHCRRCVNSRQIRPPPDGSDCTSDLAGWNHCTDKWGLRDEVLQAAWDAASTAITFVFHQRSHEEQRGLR
# E-sel inducer: E-selectin induction in HUVECs, primary screen, imaging, HUVEC, immunofluorescence imaging, single point; P16581; normalized: neutral wells 0, TNF-alpha wells 100; activation, % at 7.58 µM; 260,000 compounds, 0.37% hits;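 active means mean E-selectin-positive cell signal at least 10% of the positive control, reached in at least 60% of replicates, without over 20% cell loss; inconclusive means no rule given, readout overlaps actives, possibly toxicity-flagged; inactive means the rest, including those meeting only one limit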;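 further: in these data hits start at about 27%; measured in HUVEC primary endothelial cells; signal is the percent of cells scored E-selectin positive by PE staining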
#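 assay system = HUVEC, human umbilical vein endothelial cells | input = 3,000 HUVEC seeded per well | medium = EGM-2 growth medium on 0.1% gelatin-coated wells | dosing = one compound dose added by pin transfer | signal = immunofluorescence imaging | read-out basis = % PE-positive cells | control set = TNF-alpha, DMSO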
# XiGFP reactiv: activators of inactive X chromosome reactivation, primary screen, imaging, XiGFP fibroblasts, GFP high-content imaging, set 2; 360,000 compounds, 0.055% hits; activation, % at 7.58 µM; AID 743238, 2013; XiGFP mouse fibroblasts, % GFP-positive cells imaging, 3 d; cells co-treated with 5-aza-dC sensitizer; scaled so ellipticine positive control = 100%;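 active means mean normalized replicate activation at least 10% and every replicate at or above 10%; inconclusive means only one of the two criteria met; inactive means mean below 10% and not all replicates reach 10%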;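 further: 0% = median of on-plate neutral control wells and 100% = ellipticine 6 µM median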
#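 assay system = SV40-immortalized XiGFP fibroblast cells, line 68-5-11 | buffer or medium = DMEM plus 5-aza-dC sensitizer | doses = single-point pinned compound dosing | times = 3-day compound exposure, then 15 min fixation at room temperature | benchmarks = positive control ellipticine, 6 µM final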
# GSIS activator: GLuc luminescence reporter in INS-1E cells, primary screen for activators of glucose-dependent secretion of insulin. INS-1E GLuc reporter insulin secretion, 2-3 h. activation, % at 16.6 µM. 370,000 compounds, 0.61% hits. AID 743287, 2014;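 active means lowest replicate activation of at least 40%, so every replicate reaches that level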;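 further: 0% = median of neutral control wells and 100% = median of IBMX positive control wells; some compounds called inactive have numbers as strong as hits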
# RAD52 anneal inh: RAD52 DNA annealing inhibitors, primary screen, biochemical, FRET, single point, set 2. DNA repair protein RAD52 homolog (Homo sapiens), P43351. recombinant RAD52 DNA annealing, FRET fluorescence. inhibition, % at 18.7 µM. 360,000 compounds, 0.46% hits. AID 651710, 2012;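 active means every replicate showing at least 50% inhibition; inconclusive means mean inhibition at least 50% but not in every replicate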
# DENV2 CPE rescue: inhibitors of DENV2 cytopathic effect, primary screen, cell-based, plate reader, single concentration | 350,000 compounds, 1.7% hits | DENV2-infected cells, cytopathic effect rescue | CPE inhibition, % at 9.99 µM; in the data active means CPE inhibition above about 20%, passing the limit was not always enough; inconclusive means no clear call, values can overlap the other calls; tested in BHK-21 cells;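 further: 0% = median of neutral control wells and 100% = median of positive control wells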
# F508del corr: F508del CFTR correction, initial screen, CFBE line, single point. CFBE cells, YFP halide quenching; stimulated with forskolin plus potentiator P3; % fluorescence drop versus neutral controls. AID 720511, 2013. 350,000 compounds, 0.36% hits. activity (quench increase), % at 7.58 µM;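 active means mean added fluorescence quench of at least 8% versus neutral control, with both replicates also reaching 8%; inconclusive means only one of the mean or replicate conditions met; inactive means mean below 8% and not both replicates reaching 8%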;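 further: cells transiently co-express mutant CFTR-F508del with the halide-sensitive YFP; corrector assay measuring rescue of mutant channel to the surface after 24 h compound exposure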
# * = called active by the depositor; ? = inconclusive; · = not tested or not shown.
structure	RAD54 branch	XiGFP reactiv	GSIS activator	DENV2 CPE rescue	CASP6 VEID inh	F508del corr	RAD52 anneal inh	E-sel inducer
NS(=O)(=O)c1ccc(CNC(=O)c2scc3c2CCCC3)cc1	-4	0.0	4	6	·	4.4	-9	-0.1
CC(=NNC(=O)Cn1ccc(C(F)(F)F)n1)c1ccc(-n2ccnc2)cc1	·	0.1	-14	4	-2	-0.3	-10	0.0
COc1cc2sc3ccc(C#Cc4ccccn4)cc3c(=O)c2cc1OC	2	0.0	1	23*	2	0.9	-23	-0.1
O=C(c1ccncc1)N1CCN(C2CCCCC2)CC1	2	0.2	10	0	0	-1.8	-12	·
COC(=O)N(C)C[C@@H]1OCc2ccccc2-c2c(n(C)c3ccccc23)C(=O)N([C@H](C)CO)C[C@H]1C	6	0.8	12	-11	-3	1.2	14	0.8
Cc1ccccc1-c1ccc(/C=C2/SC(N3CCOCC3)=NC2=O)o1	-6	-0.1	1	-6	-3	-1.5	-10	0.3
COc1cc(NC(=O)c2ccccc2F)ccc1NC(=O)c1ccccc1Cl	·	0.1	-2	-7	-1	·	-1	·
C[C@@H]1CCCCO[C@@H](CN(C)C(=O)c2ccccc2)[C@H](C)CN([C@H](C)CO)C(=O)c2cc(NC(=O)Nc3ccccc3)ccc2O1	-7	0.1	-29	16	1	0.7	-6	·
O=C(C1CCCC1)N1CC[C@@H]2[C@@H](CO)Nc3ccc(C#Cc4ccc(F)cc4)cc3[C@@H]21	·	0.0	-30	4	1	5.3	-31	11
COc1cc(CNCc2ccncc2)cc(OC)c1OC	-21	0.0	7	5	2	-0.1	-19	·
C[C@@H]1CN([C@@H](C)CO)C(=O)c2cc(NC(=O)Cn3cnnn3)ccc2O[C@H]1CN(C)Cc1ccc(C(=O)O)cc1	-2	-1.1	17	1	2	0.9	10	·
O=C(C[C@@H]1C[C@@H]2c3cc(NC(=O)CC4CC4)ccc3O[C@@H]2[C@H](CO)O1)NCC1CC1	4	0.0	6	0	-2	-0.1	-1	-0.1
O=C1[C@H]2[C@@H](c3ccccc3)N[C@]3(CCCN(Cc4ccc(Cl)cc4)C3=O)[C@H]2C(=O)N1Cc1ccccc1	3	0.0	-33	44*	4	-3.7	1	0.1
CC1(C(=O)Nc2ccc3ccccc3c2)CCC(=O)N1CCCn1ccnc1 (stereo not drawn)	4	0.1	-2	?	-2	1.8	-9	0.0
CCC(=O)Nc1ccc2c(c1)C(=O)N(C)[C@@H]1CC[C@@H](CC(=O)NCCOC)O[C@@H]1CO2	3	0.2	0	14	-2	-2.1	-10	0.0
Cn1cccc1C(C#N)c1ncc(C(F)(F)F)cc1Cl (stereo not drawn)	0	0.0	2	2	-1	-0.1	-24	0.0
O=C(Nc1ccc(N2CCOCC2)nc1N1CCOCC1)c1cccc(C(F)(F)F)c1	·	0.3	-6	3	6	6.4	-6	·
O=C1C2CC=CCC2C(=O)N1c1n[nH]c(Cc2ccccc2)n1 (stereo not drawn)	-3	·	1	8	-2	2.4	-10	·
CN(CC(=O)Nc1ccc(F)c(F)c1F)C(=O)c1ccc(-n2cncn2)c([N+](=O)[O-])c1	·	0.1	-7	-3	1	0.0	-5	4.4
COCC#Cc1cnc2c(c1)C(=O)N([C@H](C)CO)C[C@@H](C)[C@H](CN(C)Cc1ccc(-c3ccccc3)cc1)O2	·	0.4	-14	·	·	-1.8	·	0.1
Cc1cc(=O)n2[nH]c(N)c(N=Nc3ccccc3F)c2n1	·	0.0	·	-2	2	·	-3	-0.6
COc1cccc(-c2ccc3c(c2)O[C@H](CN(C)C)[C@H](C)CN([C@H](C)CO)S3(=O)=O)c1	1	0.0	3	19	-1	-1.1	17	0.0
Cc1ccc(-c2ccc(C3[C@H]4CNC[C@@H]3N4Cc3nccs3)cc2)cc1 (stereo partly drawn)	·	0.0	-14	0	·	2.1	40	-0.1
COc1cccc(CC(=O)OCC(=O)NC2CCCC2)c1	11	-0.1	5	5	-4	-1.4	-16	·
CC1CCCN(C(=O)CCNS(=O)(=O)c2ccc3c(c2)oc(=O)n3C)C1 (stereo not drawn)	-2	0.1	2	-4	1	0.0	-9	·
O=C(NCCCN1CCN(c2ccccc2F)CC1)C1CCCN(S(=O)(=O)c2cnc[nH]2)C1 (stereo not drawn)	-10	0.2	-9	10	-4	3.2	-19	·
Cc1ccc2nc(CCl)[n+]([O-])c(-c3ccccc3)c2c1	1	-0.1	·	-2	-2	·	-8	·
Cc1nnc(SCC(=O)NC2(C#N)CCCCC2)n1N	-5	0.0	·	2	-156	-0.5	-9	0.3
CC1Cc2ccccc2N1C(=O)CCn1c(=O)sc2ccccc21 (stereo not drawn)	-9	-0.3	·	-3	0	-0.5	3	0.2
c1ccc(-c2cc(-c3ccccc3)on2)cc1	-7	0.0	-9	-4	5	0.7	-6	1.4
CCOC(=O)C(NC(=O)c1ccccc1)=C(C)C	4	·	7	1	3	-0.2	-6	·
CCN(CC)C(=O)CN1C(=O)NC2(CCc3ccccc3C2)C1=O (stereo not drawn)	·	0.0	-4	-6	-1	0.5	-18	·
CCCn1c2ccc(C)cc2c2nnc(SCCN3CCOCC3)nc21	-8	0.6	11	12	-3	2.4	19	·
COC(=O)c1ccc(Cn2nnc3c(=O)[nH]c(C4CCCN(S(=O)(=O)c5cccc(Cl)c5)C4)nc32)cc1 (stereo not drawn)	-4	0.1	-24	-5	-3	2.4	1	·
C[C@@H]1CN([C@@H](C)CO)S(=O)(=O)c2ccc(-c3cncnc3)cc2O[C@H]1CN(C)C(=O)C1CCC1	1	-1.2	1	-2	-1	0.4	2	0.9
CC(C)CC(=O)N1CCN(S(=O)(=O)c2ccc(Cl)cc2)CC1	·	0.0	0	3	0	1.0	-18	1.7
Cc1ccc(S(=O)(=O)Nc2ccc3c(c2)C(=O)N([C@@H](C)CO)C[C@H](C)[C@@H](CN(C)S(=O)(=O)c2ccccc2)OCCCC[C@H](C)O3)cc1	4	0.5	-5	20	1	1.4	14	0.1
O=C(Nc1ccc(F)cc1)Nc1ccc(Oc2ncnc3cc(Cl)ccc23)nc1	3	0.0	-1	?	-1	1.8	-17	·
CC[C@@]12C(=O)N(c3ccc(OC)cc3)C(=O)N1[C@H](c1ccc(Cl)cc1)[C@@H]1C(=O)N(C3CCCCC3)C(=O)[C@@H]12	1	-0.2	-4	-7	3	-0.2	0	-0.1
C[C@@H]1CCCCO[C@@H](CN(C)C(=O)Nc2ccc(F)cc2)[C@@H](C)CN([C@H](C)CO)C(=O)c2cc(NC(=O)Nc3cccc4ccccc34)ccc2O1	8	-0.1	20	1	1	-0.6	8	-0.1
CCC(=O)N(C)C[C@H]1Oc2cc(C3=CCCC3)ccc2S(=O)(=O)N([C@@H](C)CO)C[C@H]1C	2	0.6	5	-2	-1	-1.2	9	6.2
C[C@@H]1CCCCO[C@H](CN(C)S(=O)(=O)c2ccc(F)cc2)[C@@H](C)CN([C@H](C)CO)C(=O)c2cc(NC(=O)c3ccncc3)ccc2O1	7	0.1	11	6	-2	2.8	-3	·
CCCCC1=CC2=CC(=O)C(C)(OC(=O)CC)C(=O)C2=CN1C1CCCC1 (stereo not drawn)	-5	-0.2	-8	-20	8	-0.9	-24	0.1
CC(=O)c1ccc(N2CCN(S(=O)(=O)c3c(C(=O)N4CCCCC4)c(C)n(C)c3C)CC2)cc1	5	0.2	-26	-2	-1	1.2	2	·
COc1ccccc1N1CCN(CC(=O)Nc2nc(C)c(C(=O)N(C)C)s2)CC1	7	-0.1	8	5	-2	2.4	-4	·
COc1ccc(N2CCN(CCC(=O)c3ccc4ccccc4c3)CC2)cc1	7	0.0	-8	-7	-2	0.8	-2	0.1
CCCN1CCN(C(=O)CCCNC(=O)c2ccc(Cl)cc2)CC1	-10	·	1	-1	2	1.5	0	·
CC1CCC(NC(=O)C2CC(=O)N(c3ccc4c(c3)OCCO4)C2)CC1 (stereo not drawn)	·	0.0	0	-5	-6	-1.3	5	·
COc1ccc(-c2nc(C#N)c(NCCN(C)C)o2)cc1	4	0.0	-7	11	-3	1.0	4	0.0
CC(C)NC(=O)Nc1ccc2c(c1)C(=O)N([C@H](C)CO)C[C@H](C)[C@@H](CN(C)S(=O)(=O)c1cccs1)OCCCC[C@@H](C)O2	3	-0.1	3	-2	0	1.7	-7	·
CSc1ccccc1OCc1cc(C(=O)NCCCn2nc(C)cc2C)no1	-25	0.0	1	-7	2	-4.3	-42	1.5
CC1CC(C)CN(CCCNC(=O)CN2C(=O)c3cccnc3Oc3ccc(Cl)cc32)C1 (stereo not drawn)	7	0.0	3	3	-30	0.3	-10	·
Cc1ccc(CNC(=O)C(=O)NCC2OCCCN2S(=O)(=O)c2ccc(F)cc2)cc1 (stereo not drawn)	3	0.0	-20	2	3	3.2	-13	·
COC(=O)c1ccccc1NC(=O)c1ccc(F)cc1	0	-0.3	18	11	1	-2.5	-8	-0.1
COc1cc(OC)c(OC)cc1/C=N/NC(=O)c1cccc(S(=O)(=O)N2CCOCC2)c1	14	-0.1	2	7	0	-2.4	4	-1.4
O=S(=O)(Nc1nc2ccccc2nc1NCc1ccco1)c1ccc(F)cc1	·	0.0	-29	-1	1	-3.8	-76	1.2
CCOC(=O)C1C(=O)C=C(c2ccc(C)cc2)CC1c1ccccc1 (stereo not drawn)	·	0.0	-5	7	2	2.3	-5	2.0
Cc1cc(C(=O)COC(=O)c2ccc(NC(=O)CC#N)cc2)c(C)n1-c1ccc(OC(F)F)cc1	·	-0.1	·	-4	2	4.6	-34	0.9
CCCCCn1c(C)c(CC(=O)Nc2ccc(Oc3cccnc3)c(C)c2)c2ccccc21	·	0.1	·	?	5	-0.9	-113	0.4
O=C(CSc1cccc[n+]1[O-])N1CCCc2ccccc21	·	0.2	-3	4	-1	-4.2	-4	1.3

# Further entries follow.
structure	RAD54 branch	XiGFP reactiv	GSIS activator	DENV2 CPE rescue	CASP6 VEID inh	F508del corr	RAD52 anneal inh	E-sel inducer
CC(=O)Nc1ccc(S(=O)(=O)Nc2cccc(-c3nc4cc(C)ccc4o3)c2)cc1	13	-0.1	-75	-5	3	11*	-8	0.0
Cc1cn(CC(=O)NCCCc2ccccc2)c(=O)[nH]c1=O	2	-0.3	5	-20	-2	-4.8	-1	0.3
CCCCNC(=O)C1(C)CCN1C(=O)Cc1cccc2ccccc12 (stereo not drawn)	-13	0.1	21	-10	-2	2.2	-3	0.1
COc1ccc(CNC(=O)CN(c2cccc(OC)c2)S(C)(=O)=O)cc1	6	·	8	-13	-1	·	-5	·

# Rows are unselected; overall some 3.7% were active at least once.
